KB-V1 cytotox – kills drug-selected multidrug resistant KB-V1 cells. hit rate 3.4% among 400,000. AID 1347076. Potency, µM (titrated, usually from 46.1 µM), for the others: at the highest dose activity change, negative = cytotoxicity, actives largely listed as cytotoxic. KB-V1 MDR cells viability, CellTiter-Glo, 72 h; note: potency is the fitted concentration of half-maximal effect; % is set by controls: 0 for no effect and ±100 for the full control effect; nearly all actives have a fitted effect of over 60% in size
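KB-V1 cells (P-gp-expressing MDR subline of KB-3-1) in phenol-red-free DMEM with 10% FBS were exposed to library compounds over a concentration series for 72 h at 37 degrees C. Viability read by CellTiter-Glo luminescence; concentration-effect curves fitted after normalization.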
KB-3-1 cytotox – KB-3-1 parental cell cytotoxicity | KB-3-1 viability, CellTiter-Glo ATP luminescence, 72 h | Potency, µM (top dose mostly 46.1 µM), for the others: at the highest dose activity change, negative = cytotoxic, actives largely listed as cytotoxic | hit rate 1.4% among 400,000 | AID 1347075; note: potency is the fitted concentration of half-maximal effect; % is set by controls: 0 for no effect and ±100 for the full control effect; nearly all actives have a fitted effect of over 60% in size
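KB-3-1 cells, DMEM (no phenol red) + 10% FBS; compound by pin transfer, 72 h, 37 °C. Readout: CellTiter-Glo luminescence after 10 min. Data normalized, curve-fitted.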
HT1080NT lethal – kills 2HG-producing HT-1080-NT fibrosarcoma cells; Potency, µM (highest dose often 46.1 µM), inactives show at the highest dose activity, negative = less viability, usual class: cytotoxic; HT-1080-NT fibrosarcoma viability, CellTiter-Glo ATP luminescence, 48 h; hit rate 1.6% among 360,000;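 note: NT is the 2HG producing partner of a matched IDH1 knockdown line; potency is the fitted concentration of half-maximal effect; 0% = DMSO-treated cells and -100% = media-only wells without cells; nearly all actives have a fitted effect of over 55% in size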
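Read-out is CellTiter-Glo luminescence after 10 minutes at room temperature, following 48 hours' compound treatment of HT-1080-NT cells (750 cells/well, RPMI, 5% FBS, 37 degrees C).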
DRD3 agonist – activates the human D3 dopamine receptor; P35462; D3R DiscoveRx beta-arrestin cells, luminescence, 90 min; max activation, %; hit rate 0.58% among 410,000; in the data active = max activation above about 30%; note: 0% is about no effect; mostly tested at two doses, the higher about 12 µM
Target sequence (P35462 whole entry, looked up): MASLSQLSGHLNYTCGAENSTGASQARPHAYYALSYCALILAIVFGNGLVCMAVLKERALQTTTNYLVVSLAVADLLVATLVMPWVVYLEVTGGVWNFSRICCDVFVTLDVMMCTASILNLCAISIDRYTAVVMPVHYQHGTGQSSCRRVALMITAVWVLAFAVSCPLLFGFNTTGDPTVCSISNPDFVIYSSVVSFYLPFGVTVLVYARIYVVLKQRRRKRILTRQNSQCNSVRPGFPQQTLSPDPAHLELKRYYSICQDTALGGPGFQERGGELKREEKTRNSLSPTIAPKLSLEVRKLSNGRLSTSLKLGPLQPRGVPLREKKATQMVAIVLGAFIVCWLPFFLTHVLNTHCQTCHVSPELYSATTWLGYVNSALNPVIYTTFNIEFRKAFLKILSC
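Cells at 1500/well, incubated overnight, then treated with pinned compounds (dopamine as control) for 90 min at 37 degrees C. DiscoveRx reagent added for 30 - 60 minutes at room temperature; luminescence read.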
GLP1R cytotox – cytotoxic in the GLP-1 receptor inverse agonist counter-screen; HEK293 cAMP-luciferase reporter cells, luminescence, 24 h; Potency, µM (titrated, usually from 38.3 µM), inactives show at the highest dose activity change, negative = inhibition, actives largely listed as inhibitors; hit rate 0.13% among 410,000; AID 624418;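 note: loss of luciferase light is scored as toxicity; potency is the fitted concentration of half-maximal effect; % is set by controls: 0 for no effect and ±100 for the full control effect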
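To flag toxic compounds, the library was rerun on cells for 24 hr at 37 deg C and 5% CO2. Viability-linked luminescence was captured 12 min after adding luciferase detection reagent.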
IL-1B inflam inh – inflammasome signaling inhibition, IL-1 beta readout; hit rate 4.7% among 360,000; AID 743279; THP-1 LPS/ATP IL-1B secretion, AlphaLISA, 16 h; stronger effect = lower value; activity change, % at 57.5 µM; in the data active = activity change below about -50%; inconclusive = mostly about -30% to -49%; note: % is set by controls: 0 for no effect and ±100 for the full control effect
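Secreted IL-1B measured by AlphaLISA bead assay after 16 h compound exposure of THP-1 cells; compounds (final up to 57.5 uM) added 1 h before LPS (250 ng/mL) and ATP (1.25 mM) stimulation; lower signal means less secretion.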
HT1080 IDH1KD tx – toxicity to HT-1080 IDH1 knockdown cells (counter line); hit rate 2% among 360,000; AID 686971; HT-1080 IDH1 knockdown viability, ATP luminescence, 48 h; Potency, µM (doses to about 46.1 µM), for inactives: at the top dose activity, negative = toxicity, actives largely listed as cytotoxic;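 note: potency is the fitted concentration of half-maximal effect; 0% = DMSO wells and -100% = cell-free medium wells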
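Using the IDH1-knockdown HT-1080 line run in the same batch and compound series as the NT line, viability after 48 h at 37 °C was determined by CellTiter-Glo luminescence and expressed as % activity.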
MCF10A rerep – DNA re-replication induction in MCF 10a cells | Potency, µM (series often up to 46.1 µM), for inactives: top-dose activity, positive = re-replication, actives largely listed as activators | MCF 10A DNA re-replication, Hoechst nuclear intensity, 48 h | hit rate 2.9% among 350,000 | AID 624296; note: potency is the fitted concentration of half-maximal effect; % of control where 0% means no effect; nearly all actives have a fitted effect of over 50% in size
SW480 rerep – induces DNA re-replication in SW480 colon adenocarcinoma cells | hit rate 1.8% among 340,000 | SW480 DNA re-replication, Hoechst DNA content imaging, 48 h | Potency, µM (titrated, usually from 46.1 µM), inactives show at the top dose re-replication activation, usual class: activators | AID 624297; note: potency is the fitted concentration of half-maximal effect; % of control where 0% means no effect; nearly all actives have a fitted effect of over 55% in size
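Per well, 250 cells were exposed to pinned compound for 48 hr. Nuclear DNA was visualised with Hoechst (40 min, 37 C) and total object intensity recorded by fluorescence scanning.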
Active calls of the source: *; ? = inconclusive; nt = no result given; & = joins results of further samples; [ ] = remark or other dose. Unless noted, calls come from the whole dose curve; as a rule, active = well fitted curve in the direction sought with a large enough effect; inconclusive = small, poorly fitted or top-dose-only effect, or another doubt; inactive = no such curve, though single readings can be large; an effect the other way counts as inactive or inconclusive.

SMILES | KB-V1 cytotox | KB-3-1 cytotox | HT1080NT lethal | DRD3 agonist | GLP1R cytotox | IL-1B inflam inh | HT1080 IDH1KD tx | MCF10A rerep | SW480 rerep
O=S(=O)(NCC(c1ccco1)N1CCN(c2ccccc2F)CC1)c1ccc(F)cc1 (stereo unspecified) | 0% | -1% | -13% | -5 | -2% | 5 | -14% | 9% | 22%
COc1ccc(-c2c(C#N)c(SCC(=O)Nc3ccc(C)c(C)c3)nc(C)c2C(=O)Nc2ccccc2)cc1OC | 10% | 3% | nt | 3 | -3% | nt | nt | nt | nt
Cc1cc(C)c(NS(=O)(=O)c2ccc(-c3coc(C)n3)cc2)c(C)c1 | 0% | -9% | nt | 3 | 1% | nt | nt | nt | nt
COc1ccc(N(C(=O)c2ccco2)C(C(=O)NC2CCCC2)c2ccccc2)cc1 (stereo unspecified) | ? | 0% | -1% | -2 | ? | -8 | 0% | -2% | -5%
CCOc1c([N+](=O)[O-])cc2c(C)c(C(=O)N3CCN(C)CC3)oc2c1OCC | -6% | 11% | -17% | -1 | 1% | 3 | 5% | 0% | 2%
COc1ccc(/C=C/C(=O)Nc2ccc(-n3nncc3-c3ccc(OC)c(OC)c3)cc2)cc1OC | 17% | 5% | -5% | 7 | -14% | 3 | -13% | -1% | -2%
O=C(NCCO)C(=O)NCC1OCCCN1S(=O)(=O)c1cccs1 (stereo unspecified) | 19% | -7% | 23% | -8 | -12% | 3 | 0% | 1% | 1%
CN(CC(=O)O)S(=O)(=O)c1cc(Cl)ccc1Cl | 1% | -2% | 3% | 16 | -13% | 10 | -4%[9.24 µM] | 3% | 12%
CCCC(=O)N(c1ccc2oc(C)c(C(C)=O)c2c1)S(=O)(=O)c1ccc(C(=O)O)cc1 | -6% | 11% | 0% | -12 | 1% | 8 | 2% | 3% | -3%
CCc1ccc(C2CC(c3ccc(C)cc3)Nc3nc(N)nn32)cc1 (stereo unspecified) | 5% | -9% | 0% | -14 | 13% | -25 | 0% | 1% | -6%
Cc1ccccc1NC(=O)N1CCCC(c2nc(-c3ccc(C(C)C)cc3)no2)C1 (stereo unspecified) | 0% | 18µM* | -29% | 10 | -13% | -77* | -21% | 15µM* | 2%
COc1ccccc1-c1noc(-c2cccnc2)n1 | -17% | -11% | -4% | -3 | 20% | -15 | 1% | 11% | 0%
O=C1O[C@@H](c2ccccc2)C[C@@H](O)C(=O)CCCCc2ccccc21 | 3% | 11% | 0% | -9 | -3% | 18 | 4% | nt | nt
CS(=O)(=O)N1CCN(C(=O)Cc2ccc([N+](=O)[O-])cc2)CC1 | 19% | -8% | -5% | -4 | -21% | 13 | -3% | 28% | 0%
S=C(NCc1ccco1)Nc1cccc(Cl)c1 | -2% | -14% | ? | 3 | -12% | 0 | ? | 12% | ?
CCc1ccc(NC(=O)N2CCN(c3ccccc3)CC2)cc1 | 7% | 13% | 2% | 7 | -5% | -22 | -5% | -2% | -10%
Cc1cc(NC(=O)CSc2nc3c(c(=O)n2Cc2ccccc2)SC(C)C3)no1 (stereo unspecified) | -20% | -1% | -6% | 0 | 1% | -24 | -6% | -2% | 6%
CCOC(=O)c1c(C)oc2ccc(OC(=O)N3CCOCC3)cc12 | ? | 2% | -1% | 7 | -15% | 2 | 5% | 3% | 2%
CCCC(=O)Nn1cnc2c(c1=O)C1(CCCCC1)Cc1ccccc1-2 | -22% | 2% | -1% | 0 | -20% | 2 | -12% | ? | -1%
O=S(=O)(O)c1ccc(NN=Cc2ccccc2O)cc1 | -12% | -3% | 2% | 1 | 15% | -12 | 16% | -2% | 1%
CCN(CCCNC(=O)CCn1c(=O)[nH]c2ccccc2c1=O)c1cccc(C)c1 | 5% | -3% | 6% | -5 | -7% | -14 | 5% | 6% | 3%
C[C@@H]1NC(=O)[C@H](CCC(=O)O)NC(=O)c2cc([N+](=O)[O-])cc(F)c2NCCC[C@@H](C(N)=O)NC1=O | 19% | 15% | 0% | 0 | -16% | 23 | 7% | 16% | -4%
Cc1ccc(NC(=O)NNC(=O)C2CC(c3cccs3)=NO2)cc1 (stereo unspecified) | ? | 8% | 3% | 1 | 4% | 37 | 2% | -2% | 10%
CC(=O)c1cccc(NC(=O)c2ccc(C)o2)c1 | 4% | -1% | 0% | 2 | 2% | -12 | 6% | 3% | -115%[inhibitor]
CCOC(=O)C(=O)N/N=C/c1ccco1 | 13% | -3% | 6% | 19 | ? | 1 | 2% | ? | -6%

Additional results follow:
SMILES | KB-V1 cytotox | KB-3-1 cytotox | HT1080NT lethal | DRD3 agonist | GLP1R cytotox | IL-1B inflam inh | HT1080 IDH1KD tx | MCF10A rerep | SW480 rerep
CCOC(=O)CC1C(C(=O)OCC)ON2OC(C(=O)OC)C(C(=O)OCC)C12 (stereo unspecified) | 24% | 7% | 12% | 6 | -1% | 34 | 13% | -1% | -4%
CSc1nc2sccc2c(=O)[nH]1 | -12% | -2% | 0% | -1 | -3% | 50 | 0% | -4% | -9%
CCCN(CCC)CCCNC(=O)Cn1cnc2sc(C)c(S(=O)(=O)N3CCCCC3)c2c1=O | ? | -5%&12% | -3% | 11&6 | 1%&7% | -15 | -6% | 3% | -3%
Cc1ccccc1C(=O)NCC(=O)NNC(=O)c1cccc(Cl)c1 | ? | 1% | 4% | 2 | 5% | 12 | -1% | 6% | 0%
CCOc1ccccc1NC(=O)CN1C(=O)C(=O)N(Cc2ccco2)C1=O | ? | -2% | -1% | 9 | -9% | 25 | 1% | 20% | 7%
CCSc1nnnn1-c1ccccc1 | 17% | 9% | 14% | 6 | -10% | 1 | 15% | -3% | 0%[9.22 µM]
O=C(NNc1ccc([N+](=O)[O-])cc1)c1ccccc1Cl | ? | -9% | -7% | -8 | 1% | -1 | -3% | 2% | 4%
COCCN(Cc1ccco1)C(=O)c1cc2c(=O)[nH]c3ccc(C)cc3c2s1 | -11% | 2% | nt | 7 | -7% | nt | nt | nt | nt
O=c1c2ccccc2nnn1CSc1nc2cc(Cl)ccc2c(=O)n1Cc1ccco1 | -17% | 1% | -4% | -8 | 1% | 20 | 2% | -1% | -1%
COc1ccc(CCNC(=O)CC2Nc3ccccc3NC2=O)cc1 (stereo unspecified) | -4% | 4% | 2% | -2 | 26% | 9 | -2% | 10% | 25%
Cc1ccc(S(=O)(=O)NN2C(=O)c3ccccc3NC2c2ccco2)cc1 (stereo unspecified) | 1% | 3% | 20% | 14 | -4% | 3 | 8% | -6% | -9%
C=CCNC(=O)/C(C#N)=C/c1cc(Br)ccc1OC | -24% | -3% | 21µM* | 1 | -22% | -26 | ? | ? | ?
O=C(COC(=O)c1ccc2ncsc2c1)Nc1ccc(Cl)cc1 | 28% | 6% | 0% | -2 | 2% | -28 | 1% | ? | 7%
CCN1C(=O)[C@@H]2C(C(=O)c3cnccn3)=NN[C@@H]2C1=O | 0% | 0% | 1% | -7 | -1% | 3 | 19% | -2% | -1%
CCOC(=O)c1c(C)n(OCc2ccccc2)c2ccc3c(no[n+]3[O-])c12 | ? | 4% | 7% | 2 | 4% | -5 | 7% | -25% | 6%
Clc1ccccc1CNc1nc2ccccc2c2nc(-c3cccnc3)nn12 | 26% | -3% | nt | -9 | 7% | nt | nt | nt | nt
Cn1c(=O)cc(SCC(=O)NCCN2CCN(c3ccccc3F)CC2)c2cc(Cl)ccc21 | -22% | ? | -6% | -4 | -13% | 28 | -5% | 4% | -1%
CC(O)(CS(=O)(=O)Cc1ccccc1)c1ccc(Cl)cc1 (stereo unspecified) | -10% | 5% | 10% | 2 | -5% | -11 | -2% | 0% | -11%
Cc1ccc(Cl)cc1C1=CC(=O)C[C@H](c2ccc(F)cc2)C1 | -7% | -12% | -2% | -26 | 12% | -12 | -11% | 14% | -27%[9.22 µM]
Cc1nn(-c2ccc(F)cc2)c(-n2cccc2)c1C(=O)NCCc1ccc(Cl)cc1 | ? | ? | nt | -5 | -13% | nt | nt | nt | nt
CS(=O)(=O)N(CC(=O)NCCSc1ccccn1)c1cccc2ccccc12 | ? | ? | -1% | 2 | 7%[1.53 µM] | 6 | 0% | 8% | -1%
